NOD2 inhibition: inhibition of NOD2-driven NF-kB reporter – cell-based, luminescence, uHTS, HEK293 (AID 1566); HEK293 NOD2/NF-kB luciferase reporter, luminescence; higher % means a stronger effect; one-dose inhibition, % at 4 µM; EC50 in µM for titrated hits; actives 0.63% (n = 290,000); also: many of its hits are not listed in these tables
GPR55 antagonists: inhibition of LPI-stimulated GPR55 beta-arrestin translocation – imaging, U2OS, beta-arrestin-GFP, LPI agonist, primary screen (AID 2013). inhibition, % at 10 µM, or IC50 in µM where a hit was titrated. actives 0.13% (n = 290,000). U2OS GPR55 beta-arrestin-GFP translocation imaging, LPI antagonism; higher % means a stronger effect;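 active = spots per cell inhibited over 60%, with over 100 cells counted and total cytoplasm intensity under 500,000; inconclusive = wells with under 100 cells, flagged as likely toxic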;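 also: U2OS cells stably carrying GPR55 and arrestin-GFP stimulated by 5 µM LPI near EC80; imaged beta-arrestin-GFP aggregate spots per cell after agonist stimulation; plate controls were LPI-stimulated DMSO wells for no effect and DMSO wells without LPI for full effect; some results filed as inactive read as strong as hits; confirmed hits need IC50 under 10 µM and bright autofluorescent wells are also inconclusive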
GPR55 beta-arrestin: selective activators of receptor GPR55 – imaging, U2OS cells, beta-arrestin-GFP redistribution, primary screen (AID 1961); U2OS GPR55 beta-arrestin-GFP redistribution imaging; higher % means a stronger effect; activation, % at 10 µM, or EC50 in µM where a hit was titrated; actives 0.048% (n = 290,000);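 active = activation above 40% with more than 50 cells counted in the well; inconclusive = wells holding fewer than 50 cells, flagged as toxic or sparse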;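 also: U2OS osteosarcoma cells stably expressing GPR55 and beta-arrestin-GFP; plate controls were DMSO negative control for no effect and LPI positive control for full effect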
KOR beta-arrestin-1: KOR agonists, beta-arrestin recruitment, primary screen, cell-based, luminescence, uHTS (AID 1777); KOR beta-arrestin recruitment, luminescence; higher % means a stronger effect; one-dose activation, % at 10 µM; EC50 in µM for titrated hits; actives 0.02% (n = 280,000); in the data active = activation above about 50%, passing the limit was not always enough; also: a part of the inactive calls stands beside numbers as strong as those of hits
T cell HTS: T cell immune modulators affecting CD8 T cell-vesicle binding. calls only at 7 µM. actives 0.068% (n = 330,000). AID 2052. 2C CD8+ T cell-vesicle binding, flow cytometry; hits give low values;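 active = response, share of CD8 T cells binding vesicles, and their 90th percentile fluorescence all below set limits, cut at about 80% in these data, passing the limit was not always enough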
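Assay system – 2C mouse CD8+ T cells · Also added – QL9-loaded Drosophila micro-vesicles · Timing – Cell–vesicle co-incubation 1.5 h at 37 °C, staining 20 min on ice · Signal – flow cytometry of vesicle-bound cells · Measure – percent CD8+ FL2 mean versus row control · Controls – Peptide-free naked vesicles (low) and QL9 vesicles with 0.7% DMSO vehicle (high)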
Myeloid diff 2: promotes myeloid progenitor differentiation | ER-HoxA9 myeloid progenitors, lysozyme-GFP differentiation, flow cytometry | calls only at 10 µM | actives 1% (n = 360,000) | AID 624256;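 active = normalized GFP-positive differentiation at or above the plate's own cutoff, the solvent-only control mean plus 3 SD; inconclusive = no clear call, values can overlap the other calls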;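 also: cells exposed to compound for four days before flow analysis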
NOD1 inhibition: inhibition of NOD1-driven NF-kB reporter – cell-based, luminescence, uHTS, primary screen (AID 1578). one-dose inhibition, % at 4 µM; EC50 in µM for titrated hits. NOD1-driven NF-kB luciferase reporter cells, luminescence; higher % means a stronger effect. actives 1% (n = 290,000); in the data active = inhibition mostly above about 36%, no sharp cut-off; inactive = mostly below about 34%;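 also: HEK-293T reporter cells stimulated with the NOD1 agonist gamma-tri-DAP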
NTR1 ag: NTR1-driven beta-arrestin-GFP spot formation – imaging, U2OS cells, high content, primary screen (AID 493036); actives 0.17% (n = 330,000); agonist mode; activation, % at 20 µM;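 active = activation at or above 40% of the spot to cytoplasm intensity ratio, with at least 20 cells analyzed; inconclusive = wells under 20 cells, flagged as cytotoxic or low count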;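 also: 0% = DMSO without peptide and 100% = 100 nM NTR1 peptide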
Target sequence (P30989 whole entry, looked up): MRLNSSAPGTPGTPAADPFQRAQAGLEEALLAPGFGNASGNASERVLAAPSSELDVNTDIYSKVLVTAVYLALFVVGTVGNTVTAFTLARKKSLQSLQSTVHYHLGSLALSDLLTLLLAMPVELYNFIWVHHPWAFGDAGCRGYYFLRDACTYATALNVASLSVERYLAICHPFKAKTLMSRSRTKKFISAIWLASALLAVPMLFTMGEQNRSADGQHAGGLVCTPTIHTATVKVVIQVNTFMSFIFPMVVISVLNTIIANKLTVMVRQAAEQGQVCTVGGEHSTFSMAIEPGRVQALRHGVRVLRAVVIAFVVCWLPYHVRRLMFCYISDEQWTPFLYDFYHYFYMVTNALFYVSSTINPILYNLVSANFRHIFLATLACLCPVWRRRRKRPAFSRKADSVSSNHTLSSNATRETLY
KOR beta-arrestin-2: kappa opioid receptor blockers – cell-based, luminescence, uHTS (AID 1778). KOR beta-arrestin recruitment, luminescence, antagonist mode; higher % means a stronger effect. inhibition, % at 10 µM, or IC50 in µM where a hit was titrated. actives 0.091% (n = 290,000); also: strong numbers were not always called active
T cell HTS vesicle-bound %: second read-out of T cell HTS, no call of its own (marks repeat the call); double positive events, %; measured here: CD8+ vesicle-bound cell fraction;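 binding gate set so that unloaded-vesicle control wells show 10% double positive cells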
NTR1 ag cell count 20 µM: recorded beside NTR1 ag, whose call it bears; cell count; measured here: cell count, cytotoxicity flag
Myeloid diff 2 GFP+ MAC1+ %: recorded beside Myeloid diff 2, whose call it bears; GFP+ MAC1+ double positive, %; measured here: differentiation confirmed by MAC1 staining
Starred values were filed as active, the others as inactive; [ ] = another dose, or the depositor's remark. Rule as the data show it, unless noted: active = inhibition above about 50%; inactive = the rest.

Results for C/C(=N\Nc1ncc(Cl)cc1Cl)c1ccc(N2CCOCC2)cc1 ?
NOD2 inhibition: 4.4%; GPR55 antagonists: -0.9%; GPR55 beta-arrestin: -0.2%; KOR beta-arrestin-1: -5.9%; T cell HTS: inactive; Myeloid diff 2: inactive; NOD1 inhibition: -51.1%; NTR1 ag: 0.2; KOR beta-arrestin-2: 11.7%; T cell HTS vesicle-bound %: 22.2; NTR1 ag cell count 20 µM: 52; Myeloid diff 2 GFP+ MAC1+ %: 0.5

What do the screens show for `COc1cccc(NC(=O)CCSc2nnc3scc(-c4ccccc4)n23)c1`?
NOD2 inhibition: 11.3%; GPR55 antagonists: 8.3%; GPR55 beta-arrestin: -0.1%; KOR beta-arrestin-1: 1.4%; T cell HTS: inactive; Myeloid diff 2: inactive; NOD1 inhibition: 2.9%; NTR1 ag: 3.9; KOR beta-arrestin-2: -4.5%; T cell HTS vesicle-bound %: 9.9; NTR1 ag cell count 20 µM: 36; Myeloid diff 2 GFP+ MAC1+ %: 1.2

How did COC(=O)C1CCN(CC(=O)NC(=O)NC2CCCCC2)CC1 do in these assays?
NOD2 inhibition: 9.4%; GPR55 antagonists: 16.3%; GPR55 beta-arrestin: -0.2%; KOR beta-arrestin-1: 0.6%; T cell HTS: inactive; Myeloid diff 2: inactive; NOD1 inhibition: 6.8%; NTR1 ag: 0.7; KOR beta-arrestin-2: 4.2%; T cell HTS vesicle-bound %: 49.0; NTR1 ag cell count 20 µM: 35; Myeloid diff 2 GFP+ MAC1+ %: 0.0

What do the screens show for `Cc1cc(C(=O)O)ccc1-n1c(C)cc(/C=C2\SC(=O)NC2=O)c1C`?
NOD2 inhibition: 5.5%; GPR55 antagonists: 2.5%; GPR55 beta-arrestin: 0.8%; KOR beta-arrestin-1: 1.3%; T cell HTS: inactive; Myeloid diff 2: inactive; NOD1 inhibition: 49.9%; NTR1 ag: -0.5; KOR beta-arrestin-2: 16.5%; T cell HTS vesicle-bound %: 35.9; NTR1 ag cell count 20 µM: 71; Myeloid diff 2 GFP+ MAC1+ %: 0.1

What do the screens show for `COc1ccc2[nH]c3c(N4CCc5ccccc5C4)ncnc3c2c1`?
NOD2 inhibition: -10.7%; GPR55 antagonists: -22.4%; GPR55 beta-arrestin: 0.1%; KOR beta-arrestin-1: 3.7%; T cell HTS: inactive; Myeloid diff 2: inconclusive; NOD1 inhibition: 16.4%; NTR1 ag: 9.7; KOR beta-arrestin-2: -121.8%; T cell HTS vesicle-bound %: 20.0; NTR1 ag cell count 20 µM: 44

What do the screens show for `CCn1cc(CN2CCN(Cc3ccsc3)C(CCO)C2)cn1` (stereo unspecified)?
NOD2 inhibition: 4.3%; GPR55 antagonists: 10.7%; GPR55 beta-arrestin: -0.1%; T cell HTS: inactive; Myeloid diff 2: inactive; NOD1 inhibition: -15.9%; NTR1 ag: 0.7; KOR beta-arrestin-2: -23.9%[20 µM]; T cell HTS vesicle-bound %: 31.5; NTR1 ag cell count 20 µM: 72; Myeloid diff 2 GFP+ MAC1+ %: 0.2

How did CNC(=S)N(CCc1c(C)[nH]c2ccc(Cl)cc12)Cc1cccs1 do in these assays?
NOD2 inhibition: 13.5%; GPR55 antagonists: 79.7%*; GPR55 beta-arrestin: -0.1%; KOR beta-arrestin-1: -2.6%; T cell HTS: inactive; NOD1 inhibition: 12.3%; NTR1 ag: 8.1; KOR beta-arrestin-2: 1.2%; T cell HTS vesicle-bound %: 23.5; NTR1 ag cell count 20 µM: 39

What do the screens show for `Cc1ccc(N2C(=O)c3ccccc3C2C(=O)c2cc(C)ccc2O)cc1` (stereo unspecified)?
NOD2 inhibition: 1.1%; GPR55 antagonists: 14.3%; GPR55 beta-arrestin: -0.1%; KOR beta-arrestin-1: 5.9%; T cell HTS: inactive; Myeloid diff 2: inactive; NOD1 inhibition: 11.3%; NTR1 ag: 3.3; KOR beta-arrestin-2: 2.5%; T cell HTS vesicle-bound %: 38.0; NTR1 ag cell count 20 µM: 77; Myeloid diff 2 GFP+ MAC1+ %: 0.0

What do the screens show for `O=C(N=Nc1c(O)[nH]c2ccc(Br)cc12)c1cc(-c2cccc3ccccc23)n[nH]1`?
NOD2 inhibition: -75.1%; GPR55 antagonists: 11.1%; GPR55 beta-arrestin: 0.4%; KOR beta-arrestin-1: 10.7%; T cell HTS: inactive; Myeloid diff 2: inactive; NOD1 inhibition: -45.3%; NTR1 ag: 6.1; KOR beta-arrestin-2: -9.4%; T cell HTS vesicle-bound %: 44.3; NTR1 ag cell count 20 µM: 86; Myeloid diff 2 GFP+ MAC1+ %: 0.4

Results for O=C1CCCc2nc(NCc3ccco3)ncc21 ?
NOD2 inhibition: 2.4%; GPR55 antagonists: 2.7%; GPR55 beta-arrestin: -0.3%; KOR beta-arrestin-1: -5.2%; T cell HTS: inactive; Myeloid diff 2: inactive; NOD1 inhibition: 5.7%; NTR1 ag: -0.4; KOR beta-arrestin-2: -19.5%; T cell HTS vesicle-bound %: 35.0; NTR1 ag cell count 20 µM: 43; Myeloid diff 2 GFP+ MAC1+ %: 1.1

How did CC(=O)N=c1ncn(CC(COC(C)=O)OC(C)=O)c2nc[nH]c12 (stereo unspecified) do in these assays?
NOD2 inhibition: 1.8%; GPR55 antagonists: 1.1%; GPR55 beta-arrestin: -0.2%; KOR beta-arrestin-1: -2.5%; T cell HTS: inactive; Myeloid diff 2: inactive; NOD1 inhibition: 1.6%; NTR1 ag: 1.7; KOR beta-arrestin-2: 1.6%; T cell HTS vesicle-bound %: 17.9; NTR1 ag cell count 20 µM: 81; Myeloid diff 2 GFP+ MAC1+ %: 1.1

Results for COc1cc(CCC(=O)OCC(=O)Nc2ccc(C(N)=O)cc2)cc(OC)c1OC ?
NOD2 inhibition: 2.5%; GPR55 antagonists: 8.1%; GPR55 beta-arrestin: -0.7%; KOR beta-arrestin-1: -2.6%; T cell HTS: inactive; Myeloid diff 2: inactive; NOD1 inhibition: -12.6%; NTR1 ag: 1.3; KOR beta-arrestin-2: -0.1%; T cell HTS vesicle-bound %: 9.5; NTR1 ag cell count 20 µM: 36; Myeloid diff 2 GFP+ MAC1+ %: 0.5

Results for Cc1cc(C(=O)NNC(=S)Nc2ccccc2)nn1C ?
NOD2 inhibition: -28.4%; GPR55 antagonists: 5.0%; GPR55 beta-arrestin: -0.1%; KOR beta-arrestin-1: -7.8%; T cell HTS: inactive; Myeloid diff 2: inactive; NOD1 inhibition: -24.4%; NTR1 ag: 0.2; KOR beta-arrestin-2: 32.8%[20 µM]; T cell HTS vesicle-bound %: 48.0; NTR1 ag cell count 20 µM: 57; Myeloid diff 2 GFP+ MAC1+ %: 0.3

How did O=C(CC1C(=O)NCCN1Cc1ccccc1C(F)(F)F)NCCN1CCCCC1=O (stereo unspecified) do in these assays?
NOD2 inhibition: 2.0%; GPR55 antagonists: 13.5%; GPR55 beta-arrestin: -0.2%; KOR beta-arrestin-1: 1.1%; T cell HTS: inactive; Myeloid diff 2: inactive; NOD1 inhibition: -20.8%; NTR1 ag: -1.0; KOR beta-arrestin-2: -4.7%; T cell HTS vesicle-bound %: 11.4; NTR1 ag cell count 20 µM: 67; Myeloid diff 2 GFP+ MAC1+ %: 0.2

How did Cc1ccc(S(=O)(=O)N2CCN(C(=O)c3ccc([N+](=O)[O-])cc3)C2)cc1 do in these assays?
NOD2 inhibition: 8.8%; GPR55 antagonists: 4.9%; GPR55 beta-arrestin: -0.4%; KOR beta-arrestin-1: -1.1%; T cell HTS: inactive; Myeloid diff 2: inactive; NOD1 inhibition: -15.5%; NTR1 ag: -1.3; KOR beta-arrestin-2: -10.2%; T cell HTS vesicle-bound %: 48.2; NTR1 ag cell count 20 µM: 82; Myeloid diff 2 GFP+ MAC1+ %: 0.0

What do the screens show for `CCc1nnc(NC(=O)C=C(C)C)s1`?
NOD2 inhibition: -29.8%; GPR55 antagonists: 3.5%; GPR55 beta-arrestin: -0.4%; KOR beta-arrestin-1: -4.0%; T cell HTS: inactive; Myeloid diff 2: inactive; NOD1 inhibition: -40.6%; NTR1 ag: 0.6; KOR beta-arrestin-2: -18.2%; T cell HTS vesicle-bound %: 43.4; NTR1 ag cell count 20 µM: 34; Myeloid diff 2 GFP+ MAC1+ %: 0.9

What do the screens show for `O=C(NCc1ccco1)c1cnn2c1NC(c1ccccc1)CC2C(F)(F)F` (stereo unspecified)?
NOD2 inhibition: -12.4%; GPR55 antagonists: -5.2%; GPR55 beta-arrestin: 0.4%; KOR beta-arrestin-1: 13.9%; T cell HTS: inactive; Myeloid diff 2: inactive; NOD1 inhibition: -20.8%; NTR1 ag: -0.7; KOR beta-arrestin-2: 16.0%; T cell HTS vesicle-bound %: 30.3; NTR1 ag cell count 20 µM: 60; Myeloid diff 2 GFP+ MAC1+ %: 7.3

Results for CN(C)S(=O)(=O)c1cc(S(=O)(=O)N(C)C)c(Cl)cc1N ?
NOD2 inhibition: 13.0%; GPR55 antagonists: -9.2%; GPR55 beta-arrestin: -1.0%; KOR beta-arrestin-1: -6.0%; T cell HTS: inactive; Myeloid diff 2: inactive; NOD1 inhibition: -13.9%; NTR1 ag: 1.1; KOR beta-arrestin-2: -39.8%; T cell HTS vesicle-bound %: 16.6; NTR1 ag cell count 20 µM: 47; Myeloid diff 2 GFP+ MAC1+ %: 7.6

What do the screens show for `CC(C)OCCCNC(=O)c1cc(S(=O)(=O)N2CCCCC2)c[nH]1`?
NOD2 inhibition: 1.5%; GPR55 antagonists: 9.0%; GPR55 beta-arrestin: -0.1%; KOR beta-arrestin-1: -8.1%; T cell HTS: inactive; Myeloid diff 2: inactive; NOD1 inhibition: -20.4%; NTR1 ag: -0.7; KOR beta-arrestin-2: -19.0%[20 µM]; T cell HTS vesicle-bound %: 33.2; NTR1 ag cell count 20 µM: 59; Myeloid diff 2 GFP+ MAC1+ %: 4.1

How did CCOC(=O)Cc1csc(NC(=O)COc2ccccc2OC)n1 do in these assays?
NOD2 inhibition: 16.7%; GPR55 antagonists: -7.3%; GPR55 beta-arrestin: -0.1%; KOR beta-arrestin-1: 1.0%; Myeloid diff 2: inactive; NOD1 inhibition: 3.3%; NTR1 ag: -0.1; KOR beta-arrestin-2: 2.7%; NTR1 ag cell count 20 µM: 50; Myeloid diff 2 GFP+ MAC1+ %: 8.5

Screening data from PubChem BioAssay.

An excerpt. The share of hits here may be higher or lower than overall.
